Source: PubChem BioAssay
esBAF inh – Bmi1 luciferase reporter increase in mESCs, primary screen, esBAF inhibitor project, mouse ES cells, Bmi1 luciferase knock-in, single point; 350,000 tested, 2% active; 24 h; 100% = twice the neutral-well signal; reporter increase, % at 12.5 µM; AID 602393, 2012; in the data active means activation above about 40%;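 further: 0% = median of the plate's neutral control wells and 100% = double that signal; a rise in the Bmi1 reporter signal indicates esBAF inhibition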
RAD52 inh – RAD52 DNA annealing inhibitors, primary screen, biochemical, FRET, single point, set 2; recombinant RAD52 DNA annealing, FRET fluorescence; inhibition, % at 18.7 µM; 360,000 tested, 0.46% active; AID 651710, 2012;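 active means every replicate showing at least 50% inhibition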
XiGFP reactiv – activators of inactive X chromosome reactivation, primary screen, imaging, XiGFP fibroblasts, GFP high-content imaging, set 2 | XiGFP mouse fibroblasts, % GFP-positive cells imaging, 3 d; cells co-treated with 5-aza-dC sensitizer; scaled so ellipticine positive control = 100% | activation, % at 7.58 µM | 360,000 tested, 0.055% active;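 active means mean normalized replicate activation at least 10% and every replicate at or above 10%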;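 further: 0% = median of on-plate neutral control wells and 100% = ellipticine 6 µM median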
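assay system = SV40-immortalized XiGFP fibroblast cells, line 68-5-11 | buffer or medium = DMEM plus 5-aza-dC sensitizer | doses = single-point pinned compound dosing | times = 3-day compound exposure, then 15 min fixation at room temperature | benchmarks = positive control ellipticine, 6 µM final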
RAD54 inh – inhibitors of human RAD54 branch migration, primary screen, biochemical, fluorescence, single point; 360,000 tested, 0.14% active; DNA repair and recombination protein RAD54-like (Homo sapiens), Q92698; RAD54 Holliday junction branch migration, FAM/BHQ fluorescence; inhibition, % at 10.4 µM;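 active means mean normalized replicate activity at least 40 and at least half of replicates scoring 40 or more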;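 further: 0% = median of neutral control wells and 100% = median of positive control wells; inhibitors cause a drop in the FAM fluorescence signal; in these data hits start at about 50%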
Target sequence (Q92698 whole entry, looked up): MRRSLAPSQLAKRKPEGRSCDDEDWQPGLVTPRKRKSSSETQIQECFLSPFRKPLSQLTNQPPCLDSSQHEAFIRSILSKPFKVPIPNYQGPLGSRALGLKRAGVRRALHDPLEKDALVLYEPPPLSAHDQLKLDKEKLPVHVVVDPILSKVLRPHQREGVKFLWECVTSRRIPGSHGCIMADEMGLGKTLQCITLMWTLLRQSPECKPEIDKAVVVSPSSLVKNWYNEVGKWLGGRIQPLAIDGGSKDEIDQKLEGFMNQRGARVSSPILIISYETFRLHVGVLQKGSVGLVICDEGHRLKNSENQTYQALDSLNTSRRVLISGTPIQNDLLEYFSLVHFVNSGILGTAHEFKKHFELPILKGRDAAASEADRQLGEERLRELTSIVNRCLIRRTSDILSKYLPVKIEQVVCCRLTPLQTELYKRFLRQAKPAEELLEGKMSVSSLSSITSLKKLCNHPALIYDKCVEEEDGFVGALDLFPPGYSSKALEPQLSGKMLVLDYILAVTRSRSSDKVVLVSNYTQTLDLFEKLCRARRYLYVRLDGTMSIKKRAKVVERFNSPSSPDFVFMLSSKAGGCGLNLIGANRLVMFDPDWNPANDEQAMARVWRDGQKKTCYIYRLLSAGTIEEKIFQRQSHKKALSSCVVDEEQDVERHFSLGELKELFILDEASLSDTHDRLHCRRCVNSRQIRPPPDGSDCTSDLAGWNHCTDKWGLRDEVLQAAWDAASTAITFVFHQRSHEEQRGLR
ARNT-TACC3 inh – disruptors of ARNT/TACC3 protein interaction, primary screen, biochemical, AlphaScreen, single concentration. Transforming acidic coiled-coil-containing protein 3 (Homo sapiens), Q9Y6A5. AlphaScreen His-ARNT PAS-B/GST-TACC3 binding, luminescence; TACC3 fragment carries E629A point mutation. inhibition, % at 9.99 µM. 390,000 tested, 0.66% active. AID 623870, 2012;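 active means mean inhibition of replicates at least 50% and at least half of replicates each reaching 50%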;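 further: 0% = complete ARNT plus TACC3 wells and 100% = ARNT alone without TACC3; many hits fall short of the cut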
CFTR F508del cor – F508del CFTR correction, initial screen, CFBE line, single point. 350,000 tested, 0.36% active. CFBE cells, YFP halide quenching; stimulated with forskolin plus potentiator P3; % fluorescence drop versus neutral controls. activity (quench increase), % at 7.58 µM;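 active means mean added fluorescence quench of at least 8% versus neutral control, with both replicates also reaching 8%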;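 further: cells transiently co-express mutant CFTR-F508del with the halide-sensitive YFP; corrector assay measuring rescue of mutant channel to the surface after 24 h compound exposure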
ERAP1 inh – human ERAP1 aminopeptidase inhibitors, primary screen, biochemical, single point, plate reader; inhibition, % at 10.7 µM; recombinant ERAP1, Leu-AMC fluorescence, 60 min; Endoplasmic reticulum aminopeptidase 1 (Homo sapiens), Q9NZ08; AID 652197, 2013; 340,000 tested, 0.15% active;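 active means mean replicate inhibition of at least 30%, or all replicates individually reaching that 30% level; inactive means mean below 30% and not every replicate reaching it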;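 further: 0% = neutral control wells and 100% = L-leucinethiol positive control wells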
GSIS activator – GLuc luminescence reporter in INS-1E cells, primary screen for activators of glucose-dependent secretion of insulin | AID 743287, 2014 | 370,000 tested, 0.61% active | INS-1E GLuc reporter insulin secretion, 2-3 h | activation, % at 16.6 µM;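 active means lowest replicate activation of at least 40%, so every replicate reaches that level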;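 further: 0% = median of neutral control wells and 100% = median of IBMX positive control wells; some compounds called inactive have numbers as strong as hits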
* marks the source's active call; other numbers are inactive results.

Results for CCOc1ccc(NC(=O)CN(C)C(=O)CCN2C(=O)C3CC=CCC3C2=O)cc1OCC (stereo not given) ?
esBAF inh: 1; RAD52 inh: -6; XiGFP reactiv: 0.0; RAD54 inh: -1; ARNT-TACC3 inh: 0; CFTR F508del cor: -1.6; ERAP1 inh: 0; GSIS activator: -26

What do the screens show for `COc1ccc(CNC(=O)C[C@@H]2C=C[C@H](NC(=O)CN(C)C)[C@@H](CO)O2)cc1`?
esBAF inh: 1; RAD52 inh: 3; XiGFP reactiv: -0.4; RAD54 inh: -3; ARNT-TACC3 inh: -2; CFTR F508del cor: -2.5; ERAP1 inh: -1; GSIS activator: -7

Results for O=C(N/N=C/c1cccc(O)c1)c1cc(C2CC2)nc2ccccc12 ?
esBAF inh: -3; RAD52 inh: -4; XiGFP reactiv: 0.0; RAD54 inh: 1; ARNT-TACC3 inh: 4; CFTR F508del cor: -0.1; ERAP1 inh: -2; GSIS activator: 2

Results for Cc1ccc(S(=O)(=O)N2CCC(=O)N(CCOC(=O)Nc3ccccc3C)CC2)cc1 ?
esBAF inh: 9; RAD52 inh: -4; XiGFP reactiv: -0.3; RAD54 inh: -1; ARNT-TACC3 inh: -1; CFTR F508del cor: 1.3; ERAP1 inh: 2; GSIS activator: -12

What do the screens show for `Cc1ccc(S(=O)(=O)Nc2ccc3c(c2)C(=O)N([C@H](C)CO)C[C@H](C)[C@@H](CN(C)Cc2ccccc2)OCCCC[C@H](C)O3)cc1`?
esBAF inh: 0; XiGFP reactiv: 0.1; RAD54 inh: 4; ARNT-TACC3 inh: -5; CFTR F508del cor: 3.1; GSIS activator: 1

Results for CCC(C)NC(=O)C1CCC(CNS(=O)(=O)c2ccc3c(c2)CC(C)N3C(=O)C2CC2)CC1 (stereo not given) ?
esBAF inh: 3; RAD52 inh: -9; XiGFP reactiv: 0.0; RAD54 inh: -5; ARNT-TACC3 inh: 3; CFTR F508del cor: -0.6; ERAP1 inh: 1; GSIS activator: -5

Results for Cc1nc2sc(C(c3ccc(Cl)cc3)N3CCN(CCO)CC3)c(O)n2n1 (stereo not given) ?
esBAF inh: 3; RAD52 inh: -7; XiGFP reactiv: -0.1; RAD54 inh: 8; ARNT-TACC3 inh: 1; CFTR F508del cor: -3.8; ERAP1 inh: 1; GSIS activator: -10

How did Cc1ccc(N2C(=O)Nc3cc(Cl)c(Cl)cc3N2O)cc1Cl do in these assays?
RAD52 inh: -13; XiGFP reactiv: 0.5; ARNT-TACC3 inh: -1; CFTR F508del cor: 0.4; ERAP1 inh: 3; GSIS activator: -1

What do the screens show for `Cc1ccc(N2CCN(C(=O)N3CCOCC3)CC2)cc1C`?
RAD52 inh: -13; XiGFP reactiv: 0.3; ARNT-TACC3 inh: 0; CFTR F508del cor: 3.6; ERAP1 inh: 2; GSIS activator: 0

How did Cc1cc(C(=O)NCC2CCCO2)n(-c2ccccc2)n1 (stereo not given) do in these assays?
esBAF inh: 4; RAD52 inh: -15; XiGFP reactiv: 0.2; RAD54 inh: 4; CFTR F508del cor: -4.0; ERAP1 inh: -5; GSIS activator: -11

Results for Nc1ccc(C(=O)Nc2ccc3c(O)cc(S(=O)(=O)O)cc3c2)cc1 ?
esBAF inh: -5; RAD52 inh: -43; XiGFP reactiv: -0.1; RAD54 inh: -52; ARNT-TACC3 inh: 69*; CFTR F508del cor: -0.8; ERAP1 inh: 10; GSIS activator: 4

What do the screens show for `COc1cc(C=O)ccc1OCCOc1ccccc1[N+](=O)[O-]`?
RAD52 inh: -10; XiGFP reactiv: 0.3; ARNT-TACC3 inh: -4; ERAP1 inh: 1

What do the screens show for `C[C@H]1CN([C@@H](C)CO)S(=O)(=O)c2ccc(C3=CCCC3)cc2O[C@H]1CN(C)C(=O)CN(C)C`?
esBAF inh: -2; RAD52 inh: -2; XiGFP reactiv: -1.0; RAD54 inh: -10; ARNT-TACC3 inh: 13; CFTR F508del cor: 2.1; ERAP1 inh: 6; GSIS activator: 3

What do the screens show for `CCOc1ccc2nc(SCC(=O)NCc3ccccc3OC)[nH]c2c1`?
esBAF inh: -2; RAD52 inh: 0; XiGFP reactiv: 0.2; RAD54 inh: -8; ARNT-TACC3 inh: -4; CFTR F508del cor: -1.7; ERAP1 inh: 1; GSIS activator: 5

How did O=C(COC(=O)c1ccc(O)cc1)NCC1COc2ccccc2O1 (stereo not given) do in these assays?
esBAF inh: -3; RAD52 inh: -15; XiGFP reactiv: -0.1; RAD54 inh: 0; ARNT-TACC3 inh: 41; CFTR F508del cor: -4.8; ERAP1 inh: -3; GSIS activator: -24

How did Cc1ccc(Nc2ccc(NCc3ccccc3)nn2)cc1C do in these assays?
XiGFP reactiv: -0.1; RAD54 inh: -2; ARNT-TACC3 inh: 5; GSIS activator: -30

What do the screens show for `C=CCn1c(SCC(=O)NCCc2ccccc2)nc2c([nH]c3ccccc32)c1=O`?
RAD52 inh: -6; XiGFP reactiv: 0.2; RAD54 inh: -8; ARNT-TACC3 inh: 1; CFTR F508del cor: 1.3; ERAP1 inh: -2; GSIS activator: 0

How did O=C(c1ccco1)N1CCN(Cc2nc(-c3cccs3)no2)CC1 do in these assays?
esBAF inh: 5; RAD52 inh: -8; XiGFP reactiv: 0.2; ARNT-TACC3 inh: -4; CFTR F508del cor: 2.1; ERAP1 inh: -5; GSIS activator: 3

Results for COc1ccc2c3c([nH]c2c1)[C@@H](CO)N(C(=O)C1CCC1)CC31CCN(C(=O)c2ccncc2)CC1 ?
RAD52 inh: -19; XiGFP reactiv: 0.3; CFTR F508del cor: 2.1; GSIS activator: -10

Results for CCCNC(=O)Nc1ccc2c(c1)C(=O)N(C)C[C@H](OC)[C@H](C)CN(C)[C@@H](C)CO2 ?
esBAF inh: -9; RAD52 inh: 4; XiGFP reactiv: 0.2; RAD54 inh: -12; ARNT-TACC3 inh: 31; CFTR F508del cor: 2.1; ERAP1 inh: 1; GSIS activator: 11

What do the screens show for `Cc1cc(NC(=O)CN2CCOCC2)n(-c2ccccc2)n1`?
RAD52 inh: -9; XiGFP reactiv: 0.0; RAD54 inh: -1; ARNT-TACC3 inh: 5; CFTR F508del cor: 1.4; GSIS activator: 11

What do the screens show for `O=C(NCc1cn(-c2ccccc2)nc1-c1ccccc1)c1ccc([N+](=O)[O-])cc1`?
RAD52 inh: -8; XiGFP reactiv: 0.0; RAD54 inh: -1; ARNT-TACC3 inh: -5; CFTR F508del cor: 3.1; ERAP1 inh: -1; GSIS activator: -24

What do the screens show for `C[C@H]1CN([C@@H](C)CO)C(=O)Cc2cc(NC(=O)Nc3ccccc3)ccc2O[C@H]1CN(C)C(=O)Nc1cccc2ccccc12`?
esBAF inh: 4; RAD52 inh: -17; XiGFP reactiv: -1.0; RAD54 inh: -3; ARNT-TACC3 inh: 2; CFTR F508del cor: -2.2; ERAP1 inh: -1; GSIS activator: -7

Results for O=C(NCc1ccc2c(c1)OCO2)C(=O)NCC1CCCO1 (stereo not given) ?
RAD52 inh: 8; XiGFP reactiv: 0.0; ARNT-TACC3 inh: -6; CFTR F508del cor: 1.9; ERAP1 inh: 0; GSIS activator: 3

How did C[C@H]1CN([C@@H](C)CO)C(=O)c2cc(-c3ccc(F)cc3)cnc2O[C@H]1CN(C)C(=O)c1ccccc1F do in these assays?
esBAF inh: 3; RAD52 inh: 1; XiGFP reactiv: -0.8; RAD54 inh: 8; ARNT-TACC3 inh: 2; CFTR F508del cor: -1.2; ERAP1 inh: 4; GSIS activator: 10

How did O=[N+]([O-])c1ccc(S(=O)(=O)N2CCN(c3ccccn3)CC2)cc1 do in these assays?
esBAF inh: 4; RAD52 inh: -16; XiGFP reactiv: 0.0; RAD54 inh: 5; CFTR F508del cor: -3.6; ERAP1 inh: -4

Results for O=C(NCc1ccccc1)C(c1ccco1)N(C(=O)c1csnn1)c1ccccc1 (stereo not given) ?
esBAF inh: 1; RAD52 inh: 1; XiGFP reactiv: 0.3; RAD54 inh: 2; ARNT-TACC3 inh: -2; CFTR F508del cor: -0.1; ERAP1 inh: -2; GSIS activator: 2

How did CCCCN1C(=O)C(CC(=O)NCc2ccco2)CC(C(=O)N(CC)CC)=C1C (stereo not given) do in these assays?
esBAF inh: -5; RAD52 inh: -11; XiGFP reactiv: -0.1; RAD54 inh: -1; CFTR F508del cor: -1.0; ERAP1 inh: -1; GSIS activator: 8

Results for Cc1nn(C(C)C(=O)NCc2ccccc2F)c(=O)c2nn(-c3ccccc3)c(C)c12 (stereo not given) ?
esBAF inh: 3; RAD52 inh: -5; XiGFP reactiv: 0.2; RAD54 inh: -9; ARNT-TACC3 inh: 3; CFTR F508del cor: 0.6; ERAP1 inh: -2; GSIS activator: 7

How did COc1ccc(-c2noc(CCCC(=O)NC3CCCC3)n2)cc1OC do in these assays?
esBAF inh: -8; RAD52 inh: -4; XiGFP reactiv: 0.1; RAD54 inh: 4; ARNT-TACC3 inh: -2; CFTR F508del cor: -0.3; ERAP1 inh: 1; GSIS activator: 4

Results for CN(C)c1ccc(C(=O)N2CCNC(=O)C2CC(=O)Nc2ccc(F)cc2)cc1 (stereo not given) ?
esBAF inh: 1; RAD52 inh: -9; XiGFP reactiv: 0.0; RAD54 inh: 12; ARNT-TACC3 inh: -2; CFTR F508del cor: -0.4; ERAP1 inh: 0; GSIS activator: -4

Grouped by structure: those above containing a furan ring, fused or not (three)
How did O=C(c1ccco1)N1CCN(Cc2nc(-c3cccs3)no2)CC1 do in these assays?
esBAF inh: 5; RAD52 inh: -8; XiGFP reactiv: 0.2; ARNT-TACC3 inh: -4; CFTR F508del cor: 2.1; ERAP1 inh: -5; GSIS activator: 3

Results for O=C(NCc1ccccc1)C(c1ccco1)N(C(=O)c1csnn1)c1ccccc1 (stereo not given) ?
esBAF inh: 1; RAD52 inh: 1; XiGFP reactiv: 0.3; RAD54 inh: 2; ARNT-TACC3 inh: -2; CFTR F508del cor: -0.1; ERAP1 inh: -2; GSIS activator: 2

How did CCCCN1C(=O)C(CC(=O)NCc2ccco2)CC(C(=O)N(CC)CC)=C1C (stereo not given) do in these assays?
esBAF inh: -5; RAD52 inh: -11; XiGFP reactiv: -0.1; RAD54 inh: -1; CFTR F508del cor: -1.0; ERAP1 inh: -1; GSIS activator: 8
